hERG rescue – hERG rescue from dofetilide block, primary screen, cell-based, CHO-hERG, FluxOR thallium flux, dofetilide IC70; Voltage-gated inwardly rectifying potassium channel KCNH2 (Homo sapiens), Q12809; dofetilide IC70 present; activation (rescue from dofetilide block), less the hit threshold, % at 10 µM; 310,000 tested, 0.51% active;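 active means activation above the mean of controls blocked by dofetilide plus 5 SD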;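 further: thallium influx through hERG after potassium depolarization seen as dye fluorescence rise; in these data hits start at about 4.7%; inactives centre near -7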
Target sequence (Q12809 whole entry, looked up): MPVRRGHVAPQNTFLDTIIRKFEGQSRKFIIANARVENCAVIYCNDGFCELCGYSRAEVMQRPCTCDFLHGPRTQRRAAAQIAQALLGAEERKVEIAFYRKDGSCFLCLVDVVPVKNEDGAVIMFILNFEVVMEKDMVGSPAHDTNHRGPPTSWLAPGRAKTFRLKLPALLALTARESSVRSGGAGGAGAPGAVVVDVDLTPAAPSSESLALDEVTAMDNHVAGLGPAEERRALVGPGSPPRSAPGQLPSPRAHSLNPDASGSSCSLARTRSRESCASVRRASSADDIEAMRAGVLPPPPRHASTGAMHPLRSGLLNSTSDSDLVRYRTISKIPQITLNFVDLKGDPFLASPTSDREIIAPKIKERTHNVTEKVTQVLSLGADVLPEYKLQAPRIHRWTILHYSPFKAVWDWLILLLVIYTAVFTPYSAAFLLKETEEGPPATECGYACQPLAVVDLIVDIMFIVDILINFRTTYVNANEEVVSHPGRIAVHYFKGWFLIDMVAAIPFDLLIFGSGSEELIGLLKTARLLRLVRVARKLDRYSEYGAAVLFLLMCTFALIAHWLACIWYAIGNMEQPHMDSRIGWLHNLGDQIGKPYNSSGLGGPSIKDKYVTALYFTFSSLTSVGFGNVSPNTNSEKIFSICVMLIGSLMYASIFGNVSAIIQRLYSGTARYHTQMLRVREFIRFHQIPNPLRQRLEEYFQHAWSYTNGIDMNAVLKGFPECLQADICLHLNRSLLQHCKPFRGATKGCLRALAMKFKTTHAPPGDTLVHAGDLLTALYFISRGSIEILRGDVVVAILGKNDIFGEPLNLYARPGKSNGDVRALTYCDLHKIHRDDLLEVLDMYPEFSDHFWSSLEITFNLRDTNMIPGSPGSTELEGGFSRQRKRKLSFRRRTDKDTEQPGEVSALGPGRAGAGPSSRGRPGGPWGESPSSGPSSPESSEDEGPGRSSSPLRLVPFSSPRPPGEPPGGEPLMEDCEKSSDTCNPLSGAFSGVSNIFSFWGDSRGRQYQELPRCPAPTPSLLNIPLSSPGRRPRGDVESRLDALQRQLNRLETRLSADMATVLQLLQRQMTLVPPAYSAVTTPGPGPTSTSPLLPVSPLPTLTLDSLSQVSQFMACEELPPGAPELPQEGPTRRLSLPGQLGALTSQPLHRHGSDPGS
TMEM16A inh – TMEM16A chloride channel inhibitors, primary screen, cell-based, HTS | AID 588511, 2011 | normalized B-score (activity score, 25-100; higher = stronger inhibition) at 10 µM | Anoctamin-1 (Mus musculus), Q8BHY3 | 310,000 tested, 1.2% active | HEK293 TMEM16A/YFP iodide influx fluorescence, ionomycin;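 active means ratio plate-corrected score three or more library SD toward inhibition, starting fluorescence score within five deviations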;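 further: score derived from kinetic fluorescence span divided by baseline fluorescence per well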
KCNQ1 act – potentiators or activators of KCNQ1 channel, primary screen, cell-based, thallium flux, high-throughput; B-score at 10 µM; CHO-K1 KCNQ1, thallium flux FluxOR fluorescence; hits give high values; Potassium voltage-gated channel subfamily KQT member 1 (Homo sapiens), P51787; 310,000 tested, 0.35% active;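 active means fluorescence ratio B-score, a plate-corrected score, at least three library SD, with initial intensity B-score within 5 SD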
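System: CHO-K1 cells stably expressing KCNQ1 / Medium: assay buffer for compound exposure, DMSO matched across wells / Reagent: thallium- and potassium-containing depolarizing buffer / Compound: one concentration, matched DMSO / Incubation: 20 min compound pretreatment at room temperature / Measured by: kinetic FluxOR fluorescence, 10 s baseline plus 110 s post-stimulus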
RGS4 act – RGS4 potentiators or activators, primary screen, cell-based, HEK293 M3R inducible RGS4, calcium flux; B-score at 10 µM; AID 463111, 2010; 310,000 tested, 0.92% active; carbachol calcium flux Fluo4; hits give low values;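 active means B-score of the integrated calcium signal more than 4 SD below the library mean, with starting fluorescence not abnormally high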;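 further: negative B-score means reduced calcium response which marks RGS4 activation or potentiation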
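Material: M3R-expressing HEK293 line, RGS4 induced by doxycycline | Schedule: Overnight RGS4 induction, 30 min dye load 37 °C, 20 min compound RT | Measured by: Fluo4 fluorescence kinetic imaging of calcium | Read-out: Integrated calcium ratio converted to B score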
MrgX1 ag – agonists of human MrgX1 receptor, primary screen, HEK293 cells, Fluo-4 calcium flux | B-score at 10 µM | Mas-related G-protein coupled receptor member X1 (Homo sapiens), Q96LB2 | Fluo-4 calcium fluorescence, agonist mode; hits give high values | 310,000 tested, 0.44% active | AID 588627, 2011;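 active means calcium response B-score plate-corrected fluorescence ratio at least 3 library SD, with starting fluorescence B-score inside 5 SD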
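Test system: HEK293 cells stably expressing human MrgX1 receptor; amount: 15,000 cells per well; doses: compound delivered in addition one of three; times: overnight plating before 1 h dye loading; detection: Fluo-4 NW calcium-flux fluorescence, kinetic read; read-out basis: B-scored fluorescence response ratio; controls: positive and negative controls per plate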
RGS4 block – RGS4 inhibitors, primary screen, cell-based, HEK293 M3R inducible RGS4, calcium flux; 310,000 tested, 0.45% active; Fluo-4 calcium flux; hits give high values; triggered by carbachol at its EC20; B-score at 10 µM; AID 463165, 2010; Regulator of G-protein signaling 4 (Homo sapiens), P49798;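 active means B-score, a plate-corrected calcium signal, over three deviations above library mean, with baseline fluorescence within five deviations of library mean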;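 further: RGS4 expression induced by doxycycline in cells with stable M3 receptor; B-score is computed from the integrated fluorescence ratio over baseline after carbachol; higher B-score means a larger calcium signal and so more RGS4 inhibition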
KCNK9 inh – KCNK9 potassium channel inhibitors, primary screen, HEK293 cells, thallium flux; Potassium channel subfamily K member 9 (Homo sapiens), Q9NPC2; FluxOR thallium flux fluorescence; hits give low values; B-score at 10 µM; 310,000 tested, 1.2% active; AID 488922, 2010;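 active means ratio B-score over 3 SD below the library mean, with starting fluorescence within 5 SD of its mean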;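 further: negative B-score means less thallium flux so channel inhibition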
KCNQ1 inh – inhibitors of human KCNQ1 channel, primary screen, cell-based, thallium flux, high-throughput | Potassium voltage-gated channel subfamily KQT member 1 (Homo sapiens), P51787 | CHO-K1 KCNQ1, FluxOR thallium flux fluorescence; hits give high values | B-score at 10 µM | 310,000 tested, 1.3% active | AID 2642, 2010;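 active means compounds whose thallium flux B-score, printed positive for inhibition, exceeds three library SD while starting fluorescence stays within three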;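 further: channel opened by potassium depolarization with thallium stimulus after 20 min compound exposure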
ANO1 activ – TMEM16A chloride channel activators or potentiators, primary screen, cell-based, HTS | B-score at 10 µM | 340,000 tested, 0.3% active | Anoctamin-1 (Mus musculus), Q8BHY3 | HEK293 TMEM16A/YFP-H148Q/I152L, iodide quench fluorescence; hits give low values;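 active means fluorescence-ratio B-score plate-corrected deviation score at least 3 library SD below zero, with starting fluorescence score within 5 deviations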;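 further: channel opened by trigger with iodide after compound preincubation; score built on the fluorescence ratio of max minus min over baseline; more negative score means more quench and so TMEM16A activation or potentiation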
KCNK3 inh – human KCNK3 channel inhibitors, primary screen, CHO cells, FluxOR thallium flux, B-score. B-score at 10 µM. FluxOR fluorescence; hits give low values. 340,000 tested, 0.84% active. Potassium channel subfamily K member 3 (Homo sapiens), O14649;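 active means B-score under library mean minus 4 SD, starting fluorescence ratio at most library mean plus 5 SD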;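 further: more negative B-score means stronger inhibition of thallium flux through KCNK3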
MrgX1 PAM – positive allosteric modulators of MrgX1, primary screen, HEK293 cells, Fluo-4 calcium flux; B-score at 10 µM; AID 588675, 2011; FDSS; hits give high values; 310,000 tested, 0.63% active; Mas-related G-protein coupled receptor member X1 (Homo sapiens), Q96LB2;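 active means plate-corrected calcium response at least 3 library SD above typical, normal starting fluorescence, not activating the receptor alone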;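 further: compound read alongside a low EC10 to EC30 dose of BAM8-22 agonist; peak minus trough fluorescence over baseline measured at the second addition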
* = called active by the depositor; i = inactive.

Sample of the layout:
Compound,hERG rescue,TMEM16A inh,KCNQ1 act,RGS4 act,MrgX1 ag,RGS4 block,KCNK9 inh,KCNQ1 inh,ANO1 activ,KCNK3 inh,MrgX1 PAM
O=C(CCn1nc(-c2ccc(Cl)cc2)c2ccccc2c1=O)NN1CCOCC1,-1,i,i,i,i,i,i,i,i,i,i
Cc1ccc(OCC(=O)N2N=C(C(F)(F)F)CC2(O)C(C)(C)C)cc1C (centres undefined),-6,100*,i,i,i,i,i,7*,i,i,i

The listing (from the top)
Compound,hERG rescue,TMEM16A inh,KCNQ1 act,RGS4 act,MrgX1 ag,RGS4 block,KCNK9 inh,KCNQ1 inh,ANO1 activ,KCNK3 inh,MrgX1 PAM
O=C(CCn1nc(-c2ccc(Cl)cc2)c2ccccc2c1=O)NN1CCOCC1,-1,i,i,i,i,i,i,i,i,i,i
Cc1ccc(OCC(=O)N2N=C(C(F)(F)F)CC2(O)C(C)(C)C)cc1C (centres undefined),-6,100*,i,i,i,i,i,7*,i,i,i
COc1ccc(NC(=O)CSc2nnc(-c3cnccn3)n2C)cc1OC,-4,i,i,i,i,i,i,i,i,i,i
Clc1ccccc1C1CC(c2ccccc2)Nc2ncnn21 (centres undefined),-6,i,i,i,i,i,i,i,i,i,i
Cc1ccc(N)cc1-n1c(C)ccc1C,-13,100*,i,i,i,i,i,i,i,i,i
Cc1ccc(O)c(NC(=O)c2noc(C(C)C)c2[N+](=O)[O-])c1,-9,i,i,i,i,i,i,i,i,i,i
O=C(Nc1ccc(N2CCN(C(=O)c3ccco3)CC2)cc1)c1ccccc1Br,-5,i,i,i,i,i,i,i,i,i,i
COc1ccc(Cc2c(N)nc(C)nc2N)cc1,-14,i,i,i,i,i,i,i,i,i,i
CCOc1ccc(/C(CCC(=O)O)=N/NC(=S)NC(C)C)cc1,-11,i,i,i,i,i,i,i,i,i,i
CN1/C(=C\C=C2/SC(=S)N(CC(=O)O)C2=O)C(C)(C)c2ccccc21,-44,i,i,i,i,i,i,24*,i,i,i
O=C1CC(c2cccc(Br)c2)C2=C(COC2=O)N1 (centres undefined),-6,i,i,i,i,i,i,i,i,i,i
O=C(Cn1c(CO)nc2ccccc21)Nc1ccccc1Cl,-5,i,i,i,i,i,i,i,i,i,i
COc1cc(C2c3[nH]c4ccccc4c3CCN2Cc2cn(C)nc2C)ccc1F (centres undefined),-7,i,i,i,i,i,i,i,i,i,i
COc1ccccc1CCNS(=O)(=O)c1ccc(C(=O)O)n1C,-6,i,i,i,i,i,i,i,i,i,i
Fc1cc(F)c(NC(=S)N2CCOCC2)c(F)c1,-8,i,i,i,i,i,i,i,i,i,i
CCCCN(C(=O)c1ccc([N+](=O)[O-])o1)c1c(N)n(CCCC)c(=O)[nH]c1=O,-9,i,i,i,i,i,i,i,i,i,i
O=C(NC(=O)N1CCOCC1)c1ccccc1,-13,i,i,i,i,i,i,i,i,i,i
COc1cc(CNCc2cc(OC)c(OC)c(OC)c2)cc(OC)c1,-4,i,i,i,i,i,i,i,i,i,i
C/C(=N\NC(=S)NC1CCCCC1)c1ccc(C#N)cc1,-3,i,i,i,i,i,i,i,i,i,i
COc1cccc(OC)c1C(=O)NCCc1ccccc1,-2,i,i,i,i,i,i,i,i,i,i
N#CCC(=O)N/N=C/c1ccc(Cl)cc1,-9,i,i,i,i,i,i,i,i,i,i
Cn1c(=O)cc(N)n(-c2ccccc2)c1=O,-4,i,i,i,i,i,i,i,i,i,i
COc1cnc(-c2ccccc2)nc1Oc1ccc(C(C)(C)C)cc1,-14,i,i,i,i,i,i,i,i,i,i
CC1CCCN(C(=O)CCCC(=O)N2CCCC(C)C2)C1 (centres undefined),-12,i,i,i,i,i,i,i,i,i,i
Cc1ccc(NC(=O)c2cnn(-c3ccccc3)c2C)cc1,-1,i,i,i,i,i,i,i,i,i,i
CCCCCCC(=O)Nc1nc(C)c(-c2csc(Nc3cccc(OC)c3)n2)s1,-7,i,i,i,i,i,i,i,i,i,i
O=C(c1cccc(Cl)c1)N1CCC(C(=O)N2CCN(Cc3ccccc3)CC2)CC1,-14,i,i,i,i,i,i,i,i,i,i
COc1ccccc1CNC(=O)c1cnc2ccccn2c1=O,-8,i,i,i,i,i,i,i,i,i,i
Cc1ccc(C(=O)Nc2ccc(S(=O)(=O)NC3=NCCCCC3)cc2)c(C)c1,-7,i,i,i,i,i,i,i,i,i,i
Cc1ccc(N2C(=O)c3ccccc3NC2(C(=O)O)c2ccccc2)cc1Cl (centres undefined),-4,i,i,i,i,i,i,i,i,i,i
CCOC(=O)c1cc(C(C)(C)C)n(CCCN2CCOCC2)c1C,-5,i,i,i,i,i,i,i,i,i,i
COc1ccc(C(=O)NC2CCCc3c2cnn3-c2cc(F)cc(F)c2)c(OC)n1 (centres undefined),-3,i,i,i,i,i,i,i,i,i,i
Cc1csc(N(C(=O)c2cccc(S(=O)(=O)N(C)C)c2)c2ccccc2)n1,-6,i,i,i,i,i,i,i,i,i,i
COc1ccc(CN2CCCC(C(=O)c3cccc(OC(C)C)c3)C2)cc1Cn1cccn1 (centres undefined),-23,i,i,i,i,i,i,i,i,i,i
COC(=O)C(C(=O)Nc1cccc(C)n1)C1CCCCCC1 (centres undefined),-6,i,i,i,i,i,i,i,i,i,i
COc1cc(C(=O)Nc2cccc(-c3cn4cccnc4n3)c2)cc(OC)c1OC,-28,i,i,i,i,i,i,i,i,i,i
CSCC[C@H](NC(=O)c1cccc([N+](=O)[O-])c1C)c1nc2ccccc2[nH]1,-6,i,i,i,i,i,i,i,i,i,i
CN1C(=O)/C(=C2\SC(=S)N(CCCCCC(=O)O)C2=O)c2ccccc21,-11,i,i,i,i,i,i,i,i,i,i
CCC(CC)C(=O)Nc1cccc(C(=O)N2CCCCCC2)c1,-3,i,i,i,i,i,i,i,i,i,i
Cc1cccc(NC(=O)CCNC(=O)c2ccc(Br)cc2)c1,-5,i,i,i,i,i,i,i,i,i,i
CCCNC(=O)COc1ccc2c(=O)c(Oc3ccccc3F)coc2c1,-7,i,i,i,i,i,i,i,i,i,i
Cc1ccc(S(=O)(=O)c2cc3c(=O)n4ccccc4nc3n(CC3CCCO3)c2=N)cc1C (centres undefined),-9,i,i,i,i,i,i,i,i,i,i
CSCCC(NC(=O)C1CCC(C)CC1)C(=O)N1CCN(c2ccccn2)CC1 (centres undefined),-8,i,i,i,i,i,i,i,i,i,i
CCOC(=O)Cn1c(=O)c(-c2ccccc2NC)nc2ccccc21,-2,i,i,i,i,i,i,i,i,i,i
O=C(O)C1C2CCC(O2)C1C(=O)NCc1ccc(Cl)cc1 (centres undefined),1,i,i,i,i,i,i,i,i,i,i
COC(=O)c1ccc(COc2c(F)c(F)cc(F)c2F)o1,-7,i,i,i,i,i,i,i,i,i,i
CCC1S/C(=N/C(=O)NC2CCCCC2)NC1=O (centres undefined),-2,i,i,i,i,i,i,i,i,i,i
O=Cc1cc2ccccc2nc1SCCCF,-13,i,i,i,i,i,i,i,i,i,i
COC(=O)c1ccccc1OCC(=O)NC1CCCCC1,-8,i,i,i,i,i,i,i,i,i,i
Cc1cc2cc(C)c(SCC(=O)NCc3ccco3)nc2cc1C,-5,i,i,i,i,i,i,i,i,i,i
OCCCNc1ncnc2sc(-c3ccccc3)cc12,-7,i,i,i,i,i,i,i,i,i,i
COC(=O)c1ccc(NC(=O)CCS(=O)(=O)c2ccc3c(c2)NC(=O)C(C)S3)cc1 (centres undefined),-6,i,i,i,i,i,i,i,i,i,i
Cc1c(NC(=O)C(C)OC(=O)COc2ccccc2)c(=O)n(-c2ccccc2)n1C (centres undefined),-3,i,i,i,i,i,i,i,i,i,i
O=C(NC1CCCCC1)C(c1ccc(F)cc1)N(Cc1ccco1)C(=O)Cn1nnc2ccccc21 (centres undefined),-15,i,i,i,i,i,i,i,i,i,i
CCn1cc(CNC(=O)c2ccc3nc(Cc4ccc(OC)cc4)oc3c2)cn1,-11,i,i,i,i,i,i,i,i,i,i
Cc1ccccc1N1C(=O)CC2(CCCC2)CC1=O,-4,i,i,i,i,i,i,i,i,i,i
Cc1ccc(NC(=O)CCC(C(=O)O)N2C(=O)c3ccccc3C2=O)cc1 (centres undefined),-2,i,i,i,i,i,i,i,i,i,i
COc1cc2ccccc2cc1C(=O)Nc1ccc(NC(=O)c2cccs2)cc1,-7,i,i,i,i,i,i,i,i,i,i
COc1cccc(Oc2cncnc2-c2ccc(OC)cc2O)c1,-11,i,i,i,i,i,i,i,i,i,i
Cc1ccccc1-n1c(SCc2ccccn2)nc2n[nH]c(C)c2c1=N,-6,i,i,i,i,i,i,i,i,i,i

Compounds as they come; about 6.3% have a hit in one of these screens.
